Source: PubChem BioAssay
Mito fusion yeast: qHTS Assay for Small Molecule Inhibitors of Mitochondrial Division or Activators of Mitochondrial Fusion; S. cerevisiae fusion-defective mutant growth rescue, CellTiterGlo 48 h; actives 0.23% (n = 320,000); Potency, µM (series often up to 46.1 µM), without a hit: top-dose growth rescue (activation), actives largely listed as activators; AID 485298, 2010;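 note: potency is the fitted concentration of half-maximal effect; % of control where 0% means no effect; nearly all actives have a fitted effect of over 45% in size; temperature-sensitive fusion mutants such as fzo1-1 at 37 °C on non-fermentable ethanol glycerol medium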
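Temperature-sensitive fusion-defective S. cerevisiae (e.g. fzo1-1, mgm1-5) were grown with compound in YPEG medium (3% ethanol, 3% glycerol) for 48 hours at 37C. Growth rescue was measured as viability by CellTiterGlo luminescence after 10 minutes at ambient.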
TRPV1 ag: HTS Assay for Compounds that Act as Agonists of the Vanilloid Receptor 1. Transient receptor potential cation channel subfamily V member 1 (Homo sapiens), Q8NER1. activation, % at 8.33 µM. TRPV1-expressing cells, Fluo-8 calcium influx, agonist mode. actives 0.19% (n = 320,000); in the data active = activation above about 80%; inconclusive = between about 30% and that limit; note: 0% is about no effect
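TRPV1-expressing cells were cultured overnight at 35.5C and loaded with Fluo-8 calcium dye for 40 to 90 min at room temperature. After a 10 s baseline, compound was added and calcium influx was read kinetically for 3 min (ex 480/em 520 nm).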
AT treatment: qHTS Assay for Identifying a Potential Treatment of Ataxia-Telangiectasia | actives 0.19% (n = 320,000) | […] A-T fibroblasts, KAP-1 phosphorylation AlphaLISA; neocarzinostatin DNA damage 30 min before lysis | Potency, µM (doses to about 57.5 µM), inactives show at the top dose activation, usual class: activators | AID 485349, 2010; note: potency is the fitted concentration of half-maximal effect; % of control where 0% means no effect; nearly all actives have a fitted effect of over 45% in size
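ATM-like activity read as KAP-1 phosphorylation via AlphaLISA donor/acceptor antibody pairs after lysis and 6 hr at 25C. Cells were ATM-null patient fibroblasts ([…], hTERT), dosed 60 min, then exposed to the DSB inducer NCS for 30 min.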
KCNH2 3.1 inh: qHTS for Inhibitors of KCHN2 3.1: Mutant qHTS; actives 0.95% (n = 340,000); U2OS KCNH2 3.1, thallium flux FluxOr; hits give low values; Potassium voltage-gated channel subfamily H member 2, brain isoform KCNH2 3.1 (human); activity change, % (tested at about 1.8 µM);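 active = maximum activity change below -70%; inconclusive = maximum activity change from -70% to -50%; inactive = maximum activity change above -50%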;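 note: thallium influx rate constant from kinetic fluorescence after stimulation buffer; % is set by controls: 0 for no effect and ±100 for the full control effect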
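Thallium flux read-out: FluxOr dye with Red40 quencher in HBSS/HEPES, 45 min at RT. Rate constants from kinetic reads were normalized to positive and negative DMSO controls. Cells: U2OS virally expressing the 3.1 isoform.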
Eya2 inh: qHTS Assay for Inhibitors of the Phosphatase Activity of Eya2. Protein phosphatase EYA2 (Homo sapiens), O00167. recombinant Eya2, OMFP fluorescence dephosphorylation (OMFP is methylfluorescein phosphate). actives 0.006% (n = 330,000). Potency, µM (top dose mostly 76.9 µM), inactives show at the top dose activity, negative = inhibition, most hits filed as inhibitors; note: potency is the fitted concentration of half-maximal effect; % is set by controls: 0 for no effect and ±100 for the full control effect
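Eya2 (0.2 uM) preincubated 10 min at ambient with compound, then OMFP substrate added at 50 uM; 10 min reaction in 50 mM HEPES pH 7.5, 50 mM NaCl, 5 uM MgCl2, 0.05% BSA, 1 mM DTT. Fluorescence read at Ex 485/Em 525 nm.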
hERG WT inh: qHTS for Inhibitors of KCHN2 3.1: Wildtype qHTS | Voltage-gated inwardly rectifying potassium channel KCNH2 (Homo sapiens), Q12809 | U2OS, BacMam KCNH2, thallium flux FluxOr; hits give low values | activity change, % at 1.84 µM | actives 0.37% (n = 340,000) | AID 720551, 2013;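 active = maximum activity change below -70%; inconclusive = maximum activity change between -70% and -50%; inactive = maximum activity change above -50%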; note: % is set by controls: 0 for no effect and ±100 for the full control effect
Target sequence (Q12809 whole entry, looked up): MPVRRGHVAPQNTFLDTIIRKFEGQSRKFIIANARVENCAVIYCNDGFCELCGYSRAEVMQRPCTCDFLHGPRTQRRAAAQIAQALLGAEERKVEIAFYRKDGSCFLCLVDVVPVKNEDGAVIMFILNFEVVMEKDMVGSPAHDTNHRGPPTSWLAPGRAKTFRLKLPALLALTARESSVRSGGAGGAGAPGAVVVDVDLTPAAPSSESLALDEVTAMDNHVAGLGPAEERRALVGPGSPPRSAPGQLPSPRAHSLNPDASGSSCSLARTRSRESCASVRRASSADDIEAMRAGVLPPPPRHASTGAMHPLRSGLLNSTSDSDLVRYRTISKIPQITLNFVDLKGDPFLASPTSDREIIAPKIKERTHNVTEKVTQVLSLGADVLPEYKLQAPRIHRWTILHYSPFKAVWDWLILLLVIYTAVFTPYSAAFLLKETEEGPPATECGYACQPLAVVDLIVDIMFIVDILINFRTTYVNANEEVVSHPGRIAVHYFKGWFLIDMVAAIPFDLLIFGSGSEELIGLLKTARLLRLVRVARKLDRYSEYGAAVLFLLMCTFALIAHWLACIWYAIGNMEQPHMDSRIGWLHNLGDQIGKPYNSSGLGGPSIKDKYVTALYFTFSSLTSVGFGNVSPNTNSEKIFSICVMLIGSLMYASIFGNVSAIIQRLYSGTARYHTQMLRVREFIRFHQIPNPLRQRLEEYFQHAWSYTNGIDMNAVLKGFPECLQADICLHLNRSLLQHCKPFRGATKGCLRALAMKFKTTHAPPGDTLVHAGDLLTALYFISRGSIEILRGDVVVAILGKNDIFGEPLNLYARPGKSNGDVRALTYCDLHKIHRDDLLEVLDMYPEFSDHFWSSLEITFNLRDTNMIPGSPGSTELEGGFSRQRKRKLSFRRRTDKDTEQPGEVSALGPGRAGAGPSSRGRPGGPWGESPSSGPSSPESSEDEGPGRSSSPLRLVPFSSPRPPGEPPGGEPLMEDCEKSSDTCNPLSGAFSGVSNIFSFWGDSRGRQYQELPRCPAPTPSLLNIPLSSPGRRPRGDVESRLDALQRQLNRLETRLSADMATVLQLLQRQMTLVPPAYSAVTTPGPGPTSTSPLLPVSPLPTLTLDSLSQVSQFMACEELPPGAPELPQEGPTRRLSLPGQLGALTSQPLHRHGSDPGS
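U2OS cells transduced with wild-type KCNH2 virus are loaded with FluxOr dye for 45 min, and thallium flux is measured in kinetic reads before and after stimulation buffer. Rate constants are normalized to DMSO controls.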
TSHR antag: Antagonists of the Thyroid Stimulating Hormone Receptor: HTS campaign. activity change, negative = inhibition, % at 11.5 µM. TSHR-expressing cells, TSH-stimulated cAMP HTRF, 2 h; hits give low values. AID 504810, 2011. Thyrotropin receptor (Homo sapiens), P16473. actives 0.2% (n = 330,000);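 active = activity change below a set negative limit, meaning inhibition stronger than a set level, cut at about -70% in these data; inconclusive = activity change between two set negative limits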; note: % is set by controls: 0 for no effect and ±100 for the full control effect
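TSHR-expressing cells were treated with compounds, then stimulated with TSH at EC80 (4nM final) for 2 hours at 37 deg C. Cellular cAMP was measured by HTRF competition between lysate cAMP and cAMP-d2 for a cryptate-labelled anti-cAMP antibody.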
TCR activator: Activators of T cell receptors: qHTS campaign; 330,000 tested, under 10 active; primary human leukocytes, anti-CD3, IL-2 HTRF, 48 h; Potency, µM (titrated, usually from 9.22 µM), for the others: at the top dose activation of IL-2 secretion, actives largely listed as activators; note: % of control where 0% means no effect
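IL-2 produced over 48 hr by a-CD3 bead-stimulated primary human leukocytes exposed to compounds was detected with a homogeneous time-resolved FRET immunoassay, 665nm acceptor signal after 320nm excitation.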
USP2a inh: qHTS Assay for Inhibitors of Ubiquitin-specific Protease USP2a Using CHOP2 as the Reporter; Potency, µM (highest dose often 38.3 µM), for the others: top-dose activity change, negative = inhibition, usual class: inhibitors; USP2 core, Ub-CHOP2 coupled fluorogenic reporter, 485/531; Ubiquitin carboxyl-terminal hydrolase 2 (Homo sapiens), O75604; actives 0.01% (n = 330,000);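 note: potency is the fitted concentration of half-maximal effect; plate controls were DMSO wells for no effect and full inhibition by NEM control for full effect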
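Deubiquitinase activity read as fluorescence (485/531 nm) after Ub-CHOP2 cleavage activates the enterokinase reporter on its substrate; USP2 core 10nM, Ub-CHOP2 and substrate 25nM each, 30min compound preincubation then 60min RT; data normalized to NEM, curves fitted.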
ELG1 DNA repair: qHTS screen for small molecules that inhibit ELG1-dependent DNA repair in human embryonic kidney (HEK293T) cells expressing luciferase-tagged ELG1; AID 504467, 2011; Potency, µM (doses to about 46.1 µM), inactives show at the top dose activity change, negative = inhibition, usual class: inhibitors; HEK293T ELG1-luciferase reporter, luminescence, 16 h; DNA damage induced by 5-fluorouridine; actives 2.3% (n = 330,000); note: potency is the fitted concentration of half-maximal effect; % is set by controls: 0 for no effect and ±100 for the full control effect; nearly all actives have a fitted effect of over 55% in size
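Quantitative HTS, concentration-response format. 2,000 cells/well co-treated with 5-fluorouridine and compound, 16 hr in 5% CO2 at 37 °C; ONE-Glo luminescence read after 30 min.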
Active calls of the source: *; i = inactive; ? = inconclusive; · = no result given; [ ] = another dose, or the depositor's remark. Unless noted, calls come from the whole dose curve; as a rule, active = well fitted curve in the direction sought with a large enough effect; inconclusive = small, poorly fitted or top-dose-only effect, or another doubt; inactive = no such curve, though single readings can be large; an effect the other way counts as inactive or inconclusive.

SMILES	Mito fusion yeast	TRPV1 ag	AT treatment	KCNH2 3.1 inh	Eya2 inh	hERG WT inh	TSHR antag	TCR activator	USP2a inh	ELG1 DNA repair
O=C(NNC(=O)c1ccc(Br)s1)NC1CCCCC1	1.2%	16.5	-1.3%	-4.7	?	-3.5	30.4	-4.5%	0.0%	?
COCc1ccc(C(=O)N(C)C2CCCN(Cc3ccccc3F)C2)o1 (centres undefined)	2.1%	11.0	6.7%	6.5	-4.2%	-1.2	19.4	-7.6%	-1.6%	-27.5%
COc1ccc(-n2nc(C(=O)NCC(=O)Nc3cccc(C)n3)c3ccccc3c2=O)cc1	-1.2%	-1.3	2.3%	8.3	0.4%	4.1	4.3	0.1%	1.1%	18.4µM*
Nc1ccc(Oc2ccc(Br)cc2)cc1	9.4%	3.1	-0.9%	8.5	0.2%	0.6	1.6	11.0%[46.1 µM]	2.8%	8.1%
CCOc1cc(C2C(C#N)=C(N)OC(C)=C2C(C)=O)c(Br)c(Br)c1OC(C)C (centres undefined)	3.3%	-4.0	6.6%	-8.2	1.4%	-4.9	1.0	-2.6%[46.1 µM]	0.6%	-28.9%
COc1ccc2ncn(-c3ccccc3)c2c1	-14.7%	24.0	21.6%	-2.1	6.2%	5.8	-3.2	-2.1%	5.1%	2.31µM*
COc1ccc(NC(=O)c2cccs2)cc1	-5.3%	?	·	-3.0	-1.0%	11.4	28.6	2.0%[46.1 µM]	1.9%	?
OC(CN1CCOCC1)C12CC3CC(CC(C3)C1)C2 (centres undefined)	-1.6%	-0.4	3.6%	6.8	-2.3%	-0.9	-2.0	0.8%	-2.1%	-2.1%
O=C(c1ccccc1Cl)N1CCNCC1	2.5%	-0.2	·	·	19.4%	9.1	6.3	1.7%	0.8%	-4.7%
Cc1cccc(OC(=O)c2cccnc2)c1C	0.1%	-0.1	-7.9%	2.7	10.0%	-12.9	-1.2	·	0.3%	-7.4%
CCc1ccccc1N1CC23C=CC(O2)C(C(=O)OCC(C)C)C3C1=O (centres undefined)	-1.8%	·	7.5%	6.2	4.0%	2.2	4.7	2.6%	-1.9%	13.3%
CCN1CCN(c2ccc(S(=O)(=O)N3CCOCC3)cc2NC(=O)/C=C/c2cccc(OC)c2OC)CC1	-5.0%	2.0	3.1%	5.9	-20.4%	4.6	10.3	2.5%	0.5%	-13.1%
COc1ccc(OC)c(C2Nc3ccccc3NC3=C2C(=O)CC(C)(C)C3)c1 (centres undefined)	0.3%	0.1	4.0%	8.8	0.7%	10.5	-3.6	5.6%	-1.4%	-7.0%
CCCN1CCN(C(=O)Cn2cnc3sc(C)c(S(=O)(=O)N4CCC(C)CC4)c3c2=O)CC1	5.5%	-0.4	0.9%	17.8	-0.1%	6.5	7.8	4.0%	-1.2%	17.0%
COc1ccc(OC)c(Nc2nc(-c3sc(C)nc3C)cs2)c1	12.4%	-3.1	8.7%	-8.4	-18.1%	-8.0	-32.3	1.5%	-7.6%	?
O=C(c1ccc(Oc2cc(Cl)cc(Cl)c2)o1)N1CCCCC1	22.5%	-7.0	6.7%	-0.6	-3.2%	0.4	-7.2	-4.9%	2.9%	2.1%
COc1ccc(C2=NOC(CNC(=S)N3CCOCC3)C2)cc1 (centres undefined)	-0.5%	?	-13.9%	4.6	-0.9%	2.1	-2.6	-3.8%	1.2%	?
COc1ccccc1OCCNC(=O)c1cccc(S(=O)(=O)NCc2ccccc2)c1	0.5%	-0.7	-7.3%	9.8	-12.2%	2.9	-19.4	1.4%	1.4%	?
CC(C)c1ccccc1NC(=O)C1CN(S(=O)(=O)c2ccccc2)CCN1S(=O)(=O)c1ccccc1 (centres undefined)	-2.6%	0.5	4.5%	0.1	3.3%	i	-3.8	0.3%[46.1 µM]	2.4%	-10.1%
CCOC(=O)/C=C/C(=O)Nc1ccc(S(=O)(=O)Nc2c(C)cc(C)cc2C)cc1	-10.1%	1.4	5.4%	-8.2	-0.6%	0.0	-11.9	0.9%[46.1 µM]	5.0%	?
N#Cc1cccc2cnccc12	3.8%	-4.4	1.5%	-2.0	-15.8%	-7.0	-9.5	0.0%	-0.3%	?
COc1ccsc1NC(=O)OCc1ccc(Cl)cc1	-9.0%	26.0	26.3%	-22.2	3.7%	20.7	-9.0	-30.7%	2.1%	?
CC(C)(C)OC(=O)NCCCCCNC(=O)c1[nH]cnc1C(=O)Nc1nccs1	-11.7%	0.2	-6.6%	8.1	0.0%	4.8	-7.9	3.3%	1.9%	?
CCOC(=O)C1C(=O)C=C(c2ccc(Br)cc2)CC1c1ccco1 (centres undefined)	3.7%	16.3	5.7%	-7.0	-8.4%	2.7	-6.8	·	-0.7%	-3.0%
O=C(C1CCN(c2nnc(-n3cccc3)s2)CC1)N1CCCCC1	-0.2%	?	1.3%	-7.9	-9.8%	0.9	6.4	-4.2%	-9.5%	26.2%
Cc1csc(SCc2nnc(-c3ccccc3Br)o2)n1	1.0%	0.2	4.1%	14.5	7.8%	3.3	-10.5	-0.5%	2.1%	?
Cc1ccc(C2(C)NC(=O)N(CC(=O)Nc3ccc(N4CCOCC4)cc3N3CCOCC3)C2=O)cc1 (centres undefined)	1.3%	-3.9	3.5%	10.9	-4.4%	-9.5	12.0	1.4%	2.6%	10.2%
CN(C)c1nc(SCC#N)nc(N2CCOCC2)n1	1.0%	2.4	-2.1%	-1.3	-6.9%	4.1	-2.6	-4.8%	-1.9%	1.8%
CN1CCN(CCCNC(=O)c2ccc3c(=O)n(CCc4ccccc4)c(=O)[nH]c3c2)CC1	-14.8%	1.0	0.7%	-18.4	8.0%	6.2	7.0	-11.2%	-0.9%	0.1%
Cc1cccc(NC(=O)CN2CCN(C(=O)C3CCN(C(=O)/C=C/c4ccccc4)CC3)CC2)c1C	-2.5%	1.1	16.3%	-25.6	-12.9%	11.4	2.5	3.8%	-1.0%	-4.0%
Cc1nn(-c2ccc(N3CCCCC3)nn2)c(C)c1CCC(=O)Nc1cccc(F)c1	-17.0%	-1.3	9.5%	-34.3	?	-6.4	3.3	8.8%	-0.6%	?
Cc1c(NC(=O)c2cnn3c2NC(c2ccc(Br)cc2)CC3C(F)(F)F)c(=O)n(-c2ccccc2)n1C (centres undefined)	0.7%	-2.8	6.1%	4.0	-3.2%	-10.5	-10.0	-1.4%[46.1 µM]	-1.4%	-6.1%
O=C(CN(c1ccc(Cl)c(C(F)(F)F)c1)S(=O)(=O)c1ccccc1)N1CCOCC1	2.3%	?	14.2%	-18.2	1.5%	-5.3	-9.8	0.4%	0.8%	14.5%
CC(C)(C)NS(=O)(=O)c1ccc(CCC(=O)Nc2ccc3c(c2)OCO3)cc1	-1.5%	0.0	-1.2%	-5.5	-2.8%	-17.5	3.2	-4.9%	0.9%	-29.0%
COc1cccc(Oc2ccc(C(F)(F)F)cc2NC(=O)c2cccc(F)c2)c1	8.7%	1.2	16.5%	-1.2	-3.6%	3.0	0.9	0.5%[46.1 µM]	-0.6%	1.0%
CC1CCC2(CC1)NC(=O)N(CC(=O)Nc1ccc(F)cc1)C2=O (centres undefined)	-1.9%	1.3	-4.5%	8.8	-9.7%	18.7	-7.3	3.7%	-8.5%	7.2%
CCOn1c(=O)c(-c2ccc(F)cc2)[n+]([O-])c2ccccc21	3.7%	-2.3	0.1%	20.8	0.5%	-9.3	-0.1	2.9%	0.9%	?
CCCCC(=O)NCCNc1nc2c(c(=O)n(C)c(=O)n2C)n1Cc1ccc(F)cc1	2.1%	-0.2	-1.3%	-1.1	-5.3%	19.6	15.2	-2.9%	5.7%	?

Compound profiles, as listed above. Values in the order: Mito fusion yeast, TRPV1 ag, AT treatment, KCNH2 3.1 inh, Eya2 inh, hERG WT inh, TSHR antag, TCR activator, USP2a inh, ELG1 DNA repair
CN(C)c1nc(SCC#N)nc(N2CCOCC2)n1 as listed: 1.0%, 2.4, -2.1%, -1.3, -6.9%, 4.1, -2.6, -4.8%, -1.9%, 1.8%
O=C(CN(c1ccc(Cl)c(C(F)(F)F)c1)S(=O)(=O)c1ccccc1)N1CCOCC1 as listed: 2.3%, ?, 14.2%, -18.2, 1.5%, -5.3, -9.8, 0.4%, 0.8%, 14.5%

Only part of the results is shown; the hit share may differ from the screen's.
